# Assay outcomes as filed in PubChem BioAssay.
# Anesthetic bind: candidate novel general anesthetic via apoferritin binding. 350,000 compounds, 0.074% hits. Potency, µM (series often up to 77.5 µM), without a hit: at the highest dose activity change, negative = displacement, usual class: inhibitors. AID 485281. apoferritin/1-aminoanthracene competitive binding, fluorescence; further: potency means the concentration at half of the fitted maximal effect; on the % scale 0 is the no-effect control and ±100 the full control effect; nearly all actives have a fitted effect of over 20% in size
# Target sequence (P02791 2-175 limits assumed): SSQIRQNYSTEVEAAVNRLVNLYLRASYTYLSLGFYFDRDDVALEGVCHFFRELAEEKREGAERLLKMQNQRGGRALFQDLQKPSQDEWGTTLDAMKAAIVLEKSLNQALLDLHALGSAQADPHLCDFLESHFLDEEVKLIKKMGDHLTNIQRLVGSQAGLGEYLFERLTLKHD
#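 Concentration-response curves derived by four-parameter Hill fitting of normalized fluorescence, where compounds displaced 1-AMA from 10 uM horse apoferritin following a brief 10 min room-temperature incubation; propofol titration acted as positive control.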
# ERG-DNA inh: blocks human ERG Ets domain binding to DNA | Potency, µM (highest dose often 76.9 µM), inactives show top-dose FP activity, negative = inhibition, actives largely listed as inhibitors | P11308 | fluorescence polarization, His-ERG Ets domain / labelled DNA | 370,000 compounds, 0.028% hits; active means well fitted inhibition curve with a large enough effect in the polarisation, with a control signal flat; inconclusive means small, poorly fitted or top-dose-only effect, or effect the other way, or a change in a side signal; inactive means no such curve, though single readings can be large or run the other way; the % refers to the polarisation;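 further: polarization taken with two DNA probes labelled with fluorescein and Texas red; potency means the concentration at half of the fitted maximal effect; % of control where 0% means no effect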
#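 His-tagged ERG Ets domain (1 uM in the protein solution; 300mM KCl, 50mM Tris-HCl, 1mM EDTA, 1mM DTT, pH 7.5) received compound, then a probe mix of 5 nM fluorescein-DNA and 100nM Texas-615-DNA. Fluorescence polarization was read for both dyes.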
# POLB inh: inhibitors of human DNA polymerase beta. Potency, µM (top dose mostly 114 µM), for inactives: top-dose activity change, negative = inhibition, most hits filed as inhibitors. P06746. 340,000 compounds, 1.3% hits. Pol beta primer extension/strand displacement, fluorescence kinetic; further: potency means the concentration at half of the fitted maximal effect; on the % scale 0 is the no-effect control and ±100 the full control effect
#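 Human Pol beta at 10 nM; strand-displacement substrate 50 nM final. Compound exposure 15 min at room temperature before start, reaction 10 min at room temperature.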
# Pol iota inh: inhibitors of human DNA polymerase iota; Q9UNA4; Potency, µM (doses to about 115 µM), for inactives: at the highest dose activity, negative = inhibition, actives largely listed as inhibitors; 390,000 compounds, 1% hits; Pol iota fluorescent replication assay, 10 min; further: potency means the concentration at half of the fitted maximal effect
# Target sequence (Q9UNA4 whole entry, looked up): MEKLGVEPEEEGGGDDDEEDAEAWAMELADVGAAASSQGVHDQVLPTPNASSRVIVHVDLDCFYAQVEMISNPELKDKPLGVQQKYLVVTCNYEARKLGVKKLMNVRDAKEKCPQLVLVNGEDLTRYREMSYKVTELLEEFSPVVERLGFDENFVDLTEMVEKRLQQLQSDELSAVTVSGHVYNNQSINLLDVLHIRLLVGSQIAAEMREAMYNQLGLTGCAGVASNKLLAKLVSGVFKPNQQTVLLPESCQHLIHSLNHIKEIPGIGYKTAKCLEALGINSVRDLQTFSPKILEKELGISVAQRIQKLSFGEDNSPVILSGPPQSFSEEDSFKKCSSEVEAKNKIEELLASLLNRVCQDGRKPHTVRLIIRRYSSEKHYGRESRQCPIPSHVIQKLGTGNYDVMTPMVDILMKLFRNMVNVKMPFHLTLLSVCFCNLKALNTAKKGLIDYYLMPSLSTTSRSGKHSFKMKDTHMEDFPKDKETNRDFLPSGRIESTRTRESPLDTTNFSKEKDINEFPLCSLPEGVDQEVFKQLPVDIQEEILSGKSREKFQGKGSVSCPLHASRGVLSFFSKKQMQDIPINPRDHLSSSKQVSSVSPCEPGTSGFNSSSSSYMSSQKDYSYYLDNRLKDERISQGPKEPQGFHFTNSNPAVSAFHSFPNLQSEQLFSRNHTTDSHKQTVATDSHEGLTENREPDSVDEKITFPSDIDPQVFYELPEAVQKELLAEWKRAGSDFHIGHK
#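 Pol iota at 10 nM preincubated 15 min with compounds at room temperature; reaction started with fluorescent substrate, 50 nM final. Fluorescence read kinetically at 0 and 10 min; buffer-only wells as negative control.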
# BLM helicase inh: Bloom syndrome helicase (human) inhibition. P54132. recombinant BLM DNA unwinding, fluorescence dequenching. Potency, µM (titrated, usually from 56.1 µM), for inactives: at the highest dose activity change, negative = inhibition, hits mostly inhibitors. 350,000 compounds, 0.2% hits. AID 2528;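 further: potency means the concentration at half of the fitted maximal effect; plate controls were vehicle for no effect and no enzyme for full effect; nearly all actives have a fitted effect of over 35% in size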
# TRHR ag: TRH receptor (human) agonism; P34981; 360,000 compounds, 0.18% hits; activation, % at 2 µM; TRHR cells, calcium flux fluo-8, FDSS agonist mode; in the data active means activation above about 30%; further: 0% is about no effect
#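 Read-out: compound-evoked intracellular calcium rise in TRHR cells, fluo-8 dye, kinetic FDSS fluorescence at 1 s/cycle following a 10-cycle baseline. Cells cultured overnight before dye loading (30 min–1.5 h, RT).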
# POLK inh: DNA polymerase kappa (human) inhibition. Q9UBT6. purified Pol kappa, fluorescent DNA synthesis assay, 10 min. Potency, µM (series often up to 107 µM), inactives show top-dose activity, negative = inhibition, actives largely listed as inhibitors. 400,000 compounds, 0.53% hits. AID 588579; further: potency means the concentration at half of the fitted maximal effect; on the % scale 0 is the no-effect control and ±100 the full control effect
#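 Activity was followed as the change in fluorescence between reads at 0 and 10 min after starting the reaction with 50 nM substrate. Beforehand, 10 nM polymerase had been preincubated with compound for 15 min at room temperature.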
# APEX1 inh: APE1 (human) endonuclease inhibition; Potency, µM (doses to about 65.8 µM), inactives show at the highest dose activity change, negative = inhibition, hits mostly inhibitors; recombinant APE1, TAMRA/BHQ-2 abasic DNA cleavage fluorescence; P27695; 350,000 compounds, 0.35% hits;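 further: potency means the concentration at half of the fitted maximal effect; plate controls were vehicle for no effect and reference inhibitor for full effect; nearly all actives have a fitted effect of over 55% in size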
#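 Enzyme (0.75 nM final) and test compound are incubated 15 min at room temperature before adding 50 nM quenched THF abasic-site duplex. Cleavage dequenches TAMRA, followed at 525/598 nm over three reads one minute apart.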
# ALOX12 inh: inhibitors of human 12S-lipoxygenase ALOX12. AID 1671190. purified 12hLO, xylenol orange hydroperoxide absorbance. Potency, µM (series often up to 108 µM), inactives show at the highest dose activity change, negative = inhibition, usual class: inhibitors. P18054. 580,000 compounds, 1.1% hits; further: potency means the concentration at half of the fitted maximal effect; on the % scale 0 is the no-effect control and ±100 the full control effect
#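 Purified human 12hLO at 150 nM in 25 mM Hepes, 0.01% Triton X-100, pH 7.0, preincubated 15 min at room temperature with compound. Reaction started with 40 uM arachidonic acid, 30 min at room temperature. Hydroperoxide measured by Fe-xylenol orange, 573/405 nm absorbance ratio.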
# * marks the source's active call; other numbers are inactive results; ? = inconclusive; nt = not tested or not shown; & = joins results of further samples; [ ] = remark or other dose. Unless noted, the call rests on the fitted dose curve; in most records, active means well fitted curve in the direction sought with a large enough effect; inconclusive means small, poorly fitted or top-dose-only effect, or another doubt; inactive means no such curve, though single readings can be large; an effect the other way counts as inactive or inconclusive.
SMILES,Anesthetic bind,ERG-DNA inh,POLB inh,Pol iota inh,BLM helicase inh,TRHR ag,POLK inh,APEX1 inh,ALOX12 inh
COc1ccc(N(CC(=O)Nc2ccc(C)cc2)S(=O)(=O)c2c(C)noc2C)cc1,-1%,0%,12%,8%,2%,0.4,2%,13%,-10%
Cc1csc2c(N3CCN(C(=S)Nc4ccc(C(F)(F)F)cc4)CC3)ncnc12,-10%,-12%,13%,-7%,-10%,0.5,-9%,-7%,-2%
O=C(Nc1ccccc1-c1nnc(SCc2ccccc2)o1)c1ccccc1,-10%,-5%,3%,7%,-7%,nt,-18%,-2%,-1%
CN(C)c1ccc(/C=N/Nc2nc3ccccc3o2)cc1,59%[activator],-13%,16%,26%,-2%,-3.0,2%,21%,21%
CNC(=S)Nc1ccc2nc(C)c(C)nc2c1,74%[activator],-8%,8%,36%,-4%,0.0,2%,-5%,-26%
O=c1oc2cc(OCc3c(F)c(F)c(F)c(F)c3F)ccc2cc1-c1ccccn1,1%,-4%,24%,6%,3%,0.1,-9%,3%,-10%
COc1ccc(C(=O)N2CCN(S(=O)(=O)c3ccc(C)cc3)CC2)cc1S(=O)(=O)N1CCOCC1,-1%,3%,1%,16%,0%,-0.7,4%,2%,19%
O=C(CN1CCc2ccccc2C1)Nc1cc(S(=O)(=O)N2CCOCC2)ccc1N1CCOCC1,-11%,0%,-8%,-2%,-4%,-0.1,5%,-2%,0%
S=C(Nc1ccc2nc(-c3ccccn3)c(-c3ccccn3)nc2c1)N1CCCCC1,-22%,13%,0%,78%[activator],-2%,-0.4,-2%,9%,nt
COC(=O)C1=C(O)/C(=C\c2cc(C)n(-c3ccc(F)cc3)c2C)N=C1C,-3%,6%,31%,85%[activator],-10%,0.4,-12%,10%,?
CC1(C)c2ccccc2-c2nc3ccccc3cc2C1O (stereo not drawn),-5%,-6%,-20%,3%,-7%,1.2,-7%,57%[activator],?
COc1ccc(C2(O)C(=O)Nc3ccc(C)cc32)cc1OC (stereo not drawn),-2%,-3%,30%,107%[activator],-1%,0.5,-7%,23%,56%[activator]
CC12CCC(=O)C=C1CCC1C2C(O)CC2(C)C(c3csc(N)n3)CCC12 (stereo not drawn),nt,0%,nt,25%,nt,nt,-14%,nt,?
COc1ccc(CNC(N)=O)cc1,nt,0%,nt,8%,nt,nt,-9%,nt,0%
Cn1c2c(c(=O)n(C)c1=O)[C@@H]1c3c(ccc4ccccc34)OC[C@@H]1CO2,-11%,0%,37%,-19%,-2%,-0.2,-14%,-5%,410%[activator]
O=C1c2ccccc2C2(c3cc(C(F)(F)F)cc(C(F)(F)F)c3)NCCN12 (stereo not drawn),-18%,5%,9%,10%,-10%,0.8,-18%,-12%,330%[activator]
Cn1cccc1C(=O)OCc1ccc(C(C)(C)C)cc1,-14%,-15%,15%,37%[activator],-6%,0.3,5%,-12%,-24%
Cc1ccc(-n2ncc(C(=O)NCCN3CCCC3)c2C2CCN(C(=O)OC(C)(C)C)CC2)cc1,-6%,-5%,15%,-6%,-1%,-1.6,1%,nt,-12%
COc1cc(C(=O)NCCSc2ccc(Br)cc2)cc(OC)c1OC,-6%,-9%,5%,85%[activator],-4%,-0.7,0%,2%,20%
COc1cc(OC)cc(-c2sc3ccc(OC)cc3c2-c2ccc(O)cc2)c1,nt,9%,nt,6%,nt,nt,-8%,-6%,-14%
Cc1ccc(S(=O)(=O)NC(=O)c2cc(C)n(CC(c3ccccc3)N(C)C)c2C)cc1 (stereo not drawn),-8%,13%,?,0%,-4%,0.3,1%,0%,3%
CCOc1ccc(OCCSc2nc(-c3ccccc3)cc(=O)[nH]2)cc1,-2%,12%,28%,21%,-6%,0.5,-1%,0%,1%
O=C(CN1C(=O)C2CC=CCC2C1=O)Nc1ccc(S(=O)(=O)N2CCOCC2)cc1 (stereo not drawn),-12%,-7%,3%,57%[activator],-1%,-0.1,-9%,-6%,-14%
COC(=O)c1ccc(NC(=O)NCCCl)cc1,-4%,-2%,-2%,1%,-1%,1.0,-1%,-2%,-15%
CCOc1ccc(NC(=O)CN(C)CC(=O)NC2CCCc3ccccc32)cc1OCC (stereo not drawn),-7%,-5%,1%,18%,-8%,-0.2,-1%,0%,-1%

# Grouped by structure, those above containing a halogen
SMILES,Anesthetic bind,ERG-DNA inh,POLB inh,Pol iota inh,BLM helicase inh,TRHR ag,POLK inh,APEX1 inh,ALOX12 inh
Cc1csc2c(N3CCN(C(=S)Nc4ccc(C(F)(F)F)cc4)CC3)ncnc12,-10%,-12%,13%,-7%,-10%,0.5,-9%,-7%,-2%
O=c1oc2cc(OCc3c(F)c(F)c(F)c(F)c3F)ccc2cc1-c1ccccn1,1%,-4%,24%,6%,3%,0.1,-9%,3%,-10%
COC(=O)C1=C(O)/C(=C\c2cc(C)n(-c3ccc(F)cc3)c2C)N=C1C,-3%,6%,31%,85%[activator],-10%,0.4,-12%,10%,?
O=C1c2ccccc2C2(c3cc(C(F)(F)F)cc(C(F)(F)F)c3)NCCN12 (stereo not drawn),-18%,5%,9%,10%,-10%,0.8,-18%,-12%,330%[activator]
COc1cc(C(=O)NCCSc2ccc(Br)cc2)cc(OC)c1OC,-6%,-9%,5%,85%[activator],-4%,-0.7,0%,2%,20%
COC(=O)c1ccc(NC(=O)NCCCl)cc1,-4%,-2%,-2%,1%,-1%,1.0,-1%,-2%,-15%

# The main list resumes, starting 3 compounds before the break.
SMILES,Anesthetic bind,ERG-DNA inh,POLB inh,Pol iota inh,BLM helicase inh,TRHR ag,POLK inh,APEX1 inh,ALOX12 inh
O=C(CN1C(=O)C2CC=CCC2C1=O)Nc1ccc(S(=O)(=O)N2CCOCC2)cc1 (stereo not drawn),-12%,-7%,3%,57%[activator],-1%,-0.1,-9%,-6%,-14%
COC(=O)c1ccc(NC(=O)NCCCl)cc1,-4%,-2%,-2%,1%,-1%,1.0,-1%,-2%,-15%
CCOc1ccc(NC(=O)CN(C)CC(=O)NC2CCCc3ccccc32)cc1OCC (stereo not drawn),-7%,-5%,1%,18%,-8%,-0.2,-1%,0%,-1%
COc1ccc(C(=O)Nc2ccccc2NC(=O)c2ccco2)cc1OC,-14%,3%,38%,7%,-7%,-0.4,1%,7%,28%
Cc1ccc(C)c(N2CCN(C(=O)Cc3ccc(NC4=NC5CS(=O)(=O)CC5S4)cc3)CC2)c1 (stereo not drawn),-23%,1%,-20%,36%[activator],1%,-0.1,-8%,11%,-2%
C[C@H](NC(=O)C1CCN(S(=O)(=O)c2ccccc2)CC1)C(=O)NCc1ccc(Cl)c(Cl)c1,-17%,3%,3%,-19%,-2%,-0.2,-19%,71%[activator],0%
O=C(N[C@@H](Cc1c[nH]c2ccccc12)C(=O)NC1CC1)c1ccccc1Cl,-11%,1%,6%,10%,-8%,-0.2,-7%,3%,-22%
O=S(=O)(NCCN1CCOCC1)c1cccc(C(F)(F)F)c1,-2%,2%,12%,15%,-1%,-0.2,14%,44%[activator],0%
COc1ccc(Br)cc1CN(C)C(=O)c1cc(Cl)c2c(c1)OCCO2,?,4%,3%,13%,-8%,-1.1,8%,4%,16%&-1%
Cc1ccc(C(=O)N/C(=C\c2ccc3c(c2)OCO3)C(=O)N2CCOCC2)cc1,-7%,-8%,28%,36%[activator],-8%,6.8,-13%,14%,-8%
CC(C)c1ccccc1NC(=S)NCc1ccccc1F,-9%,0%,-26%,57%[activator],-3%,-1.0,-10%,2%,?
CC(C)(C)C(=O)[C@H]1[C@H](c2ccccc2)[C@@]2(N=C(c3ccccc3)OC2=O)C2c3ccccc3C=NN21 (stereo partly drawn),?,6%,25%,15%,-11%,-0.5,-3%,0%,-24%
COc1ccc2cc(C3CC(c4ccco4)=NN3C(=O)CCC(=O)O)c(Cl)nc2c1 (stereo not drawn),-5%,-10%,6%,3%,-6%,-0.2,-22%,-1%,-21%
COc1ccc(NC(=O)CN2C(=O)C(C)Oc3ccccc32)cc1OC (stereo not drawn),-13%,-4%,22%,110%[activator],-8%,0.6,-7%,23%,21%
CC(C)c1ccc(NC(=O)CCN2C(=O)[C@@H]3Cc4ccccc4CN3C2=O)cc1,-3%,-3%,1%,-26%,-4%,-0.1,-17%,-12%,10%

# Only TRHR ag and Pol iota inh, for 2 of the compounds above:
Structure,TRHR ag,Pol iota inh
COc1ccc2cc(C3CC(c4ccco4)=NN3C(=O)CCC(=O)O)c(Cl)nc2c1 (stereo not drawn),-0.2,3%
COc1ccc(NC(=O)CN2C(=O)C(C)Oc3ccccc32)cc1OC (stereo not drawn),0.6,110%[activator]

# Not all compounds are listed; count on the stated rates, not on these rows.
